Bioassay records (PubChem)
STK33 kinase inh: human STK33 kinase inhibition. Q9BYT3. purified STK33, MBP phosphorylation, ADP-Glo luminescence. inhibition, % at 10 µM. hit rate 0.073% among 320,000. AID 2661;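 active means inhibition at or above 25%, using the most active replicate where run in duplicate; inactive means inhibition below 25%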
Target sequence (Q9BYT3 whole entry, looked up): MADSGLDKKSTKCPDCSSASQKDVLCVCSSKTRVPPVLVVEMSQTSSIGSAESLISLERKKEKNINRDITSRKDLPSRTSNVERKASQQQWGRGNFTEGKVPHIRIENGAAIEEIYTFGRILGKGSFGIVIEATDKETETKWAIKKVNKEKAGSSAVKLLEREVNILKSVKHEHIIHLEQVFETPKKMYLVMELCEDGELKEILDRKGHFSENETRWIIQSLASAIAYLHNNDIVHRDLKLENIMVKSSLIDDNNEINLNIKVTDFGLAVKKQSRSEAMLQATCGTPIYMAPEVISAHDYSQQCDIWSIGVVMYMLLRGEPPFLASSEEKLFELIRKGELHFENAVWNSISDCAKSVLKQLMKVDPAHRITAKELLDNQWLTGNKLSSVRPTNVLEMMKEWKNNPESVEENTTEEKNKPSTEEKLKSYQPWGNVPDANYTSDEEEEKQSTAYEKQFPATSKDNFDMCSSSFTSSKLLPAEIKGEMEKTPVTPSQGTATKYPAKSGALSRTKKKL
Numbers without * were called inactive.

mol,STK33 kinase inh
Cc1ccc(CN2CC(C(=O)N3CCN(S(=O)(=O)c4ccc(C)cc4C)CC3)CC2=O)cc1 (stereo not drawn),0.2
CC(=O)c1c(C)[nH]c(C(=O)COC(=O)CCNS(=O)(=O)c2ccc(C)c(C)c2)c1C,-0.4
O=C1C=C(c2ccc3c(c2)OCO3)C[C@@H](c2ccc3c(c2)OCO3)C1,5.8
CC(NCC(=O)NCC(=O)Nc1ccc(F)cc1)c1cccc(C(F)(F)F)c1 (stereo not drawn),2.6
Cc1cc(C)cc(-n2ccnc2SCC(=O)c2c(N)n(C3CC3)c(=O)[nH]c2=O)c1,0.6
C=CCC[C@@H](Cc1ccc(F)cc1)C(=O)OC[C@@H](NC(=O)[C@H](CC=C)CC(=O)N(CCO)Cc1ccccc1)c1ccccc1,-3.2
COc1ccc(-c2cn3nc(C)c(C)nc3n2)cc1OC,2.0
CC1CCCC(NC(=O)COC(=O)c2ccc([N+](=O)[O-])o2)C1C (stereo not drawn),-0.8
CC(=O)c1c(C)[nH]c(C(=O)NNC(=O)c2ccc(C)cc2)c1C,1.2
CN(c1ccc(OC(=O)CC2OC(=O)c3ccccc32)cc1)S(=O)(=O)c1ccccc1 (stereo not drawn),0.5
Cn1cccc1C(=O)OCC(=O)NCCc1ccccc1,-0.9
COc1ccccc1-n1nnnc1SCC(=O)NC(=O)Cc1ccccc1,2.5

Quoted from the listing:
Reading of `CC1CCCC(NC(=O)COC(=O)c2ccc([N+](=O)[O-])o2)C1C` (stereo not drawn) in STK33 kinase inh: -0.8
Reading of `CC(=O)c1c(C)[nH]c(C(=O)NNC(=O)c2ccc(C)cc2)c1C` in STK33 kinase inh: 1.2

Next results
mol,STK33 kinase inh
O=S(=O)(c1ccc(F)cc1)N1CCN(c2nc(-c3cccnc3)nc3ccccc23)CC1,-0.4
Cn1cccc1C(=O)Nc1ccc(Cl)c(S(=O)(=O)N2CCCCC2)c1,0.1
CCN(CC)c1ccc(S(=O)(=O)N2CCOCC2)cc1NC(=O)Cn1nc(C)c([N+](=O)[O-])c1C,-1.5
CC(C)(C)OC(=O)C[C@@H]1C/C=C\C[C@H](CC(=O)N(CCO)Cc2ccccc2)C(=O)N[C@@H](Cc2c[nH]c3ccccc23)COC1=O,-2.0
CN1CCC(N(C)C(=O)c2cc(-c3ccccc3Cl)nc3ccccc23)CC1,0.0
Cc1ccc(C)c(NC(=O)CN(C)C(=O)c2ccc(S(=O)(=O)N3CCCCCC3)cc2)c1,-1.6
Cc1ccc(OCCNC(=O)c2ccc(C)o2)cc1,-0.8
COc1ccc(CN2CC(=O)N3[C@H]4c5ccc(OC)cc5OC[C@@H]4[C@H](c4ccccc4)[C@]3(C)C2=O)cc1,-1.4
COc1ccccc1NS(=O)(=O)c1ccc(C(=O)NCc2ccco2)cc1,-0.8
O=C1OC(CC(=O)N(Cc2nnc(-c3ccc(Cl)cc3)o2)C2CC2)c2ccccc21 (stereo not drawn),-0.2
CC(=O)Nc1ccc(S(=O)(=O)NCC(=O)OCC(=O)N2CCCCCC2)cc1,-0.1
Cc1cc(C)c(NC(=O)CSCc2nc3sc(C)c(C)c3c(=O)[nH]2)c(Cl)c1,8.0
COc1ccc(NC(=O)COC(=O)c2cc(S(=O)(=O)N3CCCC3)ccc2O)cc1,-1.5
COc1cccc(NC(=O)C(c2ccccc2)N2CCN(CC(=O)N3CCOCC3)CC2)c1 (stereo not drawn),-0.4
CC(=O)c1ccc(S(=O)(=O)Nc2ccccc2C(=O)NC2CC2)cc1,-1.4
Cc1nn(CC(=O)OCC(=O)c2ccccc2)c(C)c1[N+](=O)[O-],-0.1
CCOc1ccc(OCc2ccc(C(=O)NN=Cc3ccc[nH]3)cc2)cc1,-0.5
Cc1noc(C)c1NC(=O)N(C)C[C@H]1Oc2ccc(NC(=O)CCN3CCOCC3)cc2C(=O)N([C@H](C)CO)C[C@@H]1C,0.2
CC(C(=O)Nc1ccc2c(c1)OCO2)N(C)CC(=O)Nc1ccccc1Cl (stereo not drawn),-2.0
COc1cccc(CNC(=O)COC(=O)c2cccc(S(=O)(=O)N3CCN(C(C)=O)CC3)c2)c1,-1.0
O=C(c1cc(-c2ccco2)nc2ccccc12)N1CCCC(C(F)(F)F)C1 (stereo not drawn),-0.4
NC(=O)c1ccc(NC(=O)COC(=O)CCC2CCCCC2)cc1,-1.3
Cc1ccc(C(=O)OCC(=O)Nc2ccc(Cl)cn2)s1,-1.2
C[C@H]1CN([C@@H](C)CO)C(=O)c2cccc(NS(=O)(=O)c3ccc(F)cc3)c2O[C@H]1CN(C)S(=O)(=O)c1cn(C)cn1,1.5
N#C/C(=C/c1ccccc1)C(=O)OCC(=O)Nc1ccccc1[N+](=O)[O-],-1.8
CN(C)C(CNC(=O)c1cc(S(=O)(=O)N2CCOCC2)ccc1F)c1cccs1 (stereo not drawn),0.0
Cc1ccc(Nc2nnc(SCC(=O)c3c(N)n(C4CC4)c(=O)[nH]c3=O)s2)cc1C,-0.6
CC(C)NC(=O)N(C)C[C@H]1Oc2ccc(NS(=O)(=O)c3ccccc3)cc2C(=O)N([C@H](C)CO)C[C@H]1C,0.1
CCOP(=O)(OCC)c1ccc2c(c1)C(=O)c1ccccc1CC2,0.1
C=CCNc1oc(C2CCCC2)nc1C#N,0.4
Cc1cc(C)cc(NC(=O)CSc2nc3nc(C)cc(C)n3n2)c1,-0.7
COc1ccc(-c2c(-c3cc(OC)cc(OC)c3)n(C)c3ccc(-c4ccc(OC)nc4)cc23)cc1,-1.9
CN(CC(=O)NCc1ccc2c(c1)OCO2)S(=O)(=O)c1ccc(Cl)cc1,-3.1
COc1ccc(CNC(=O)Cn2cnc3c(OCc4ccccc4)ncnc32)cc1,0.5
COc1ccc(C2=CC(=O)C[C@H](c3ccc(Cl)cc3)C2)cn1,-1.1
COc1ccc(S(=O)(=O)N(C)C[C@H]2Oc3ccc(NC(=O)NC4CCCCC4)cc3C(=O)N([C@H](C)CO)C[C@@H]2C)cc1,0.3

Quoted from above for reference:
mol,STK33 kinase inh
CN(C)C(CNC(=O)c1cc(S(=O)(=O)N2CCOCC2)ccc1F)c1cccs1 (stereo not drawn),0.0
Cc1ccc(Nc2nnc(SCC(=O)c3c(N)n(C4CC4)c(=O)[nH]c3=O)s2)cc1C,-0.6
CC(C)NC(=O)N(C)C[C@H]1Oc2ccc(NS(=O)(=O)c3ccccc3)cc2C(=O)N([C@H](C)CO)C[C@H]1C,0.1
CCOP(=O)(OCC)c1ccc2c(c1)C(=O)c1ccccc1CC2,0.1
C=CCNc1oc(C2CCCC2)nc1C#N,0.4
Cc1cc(C)cc(NC(=O)CSc2nc3nc(C)cc(C)n3n2)c1,-0.7

(list continues)
mol,STK33 kinase inh
Cc1cccc(C)c1NC(=O)COC(=O)/C=C/c1ccc(S(=O)(=O)N2CCOCC2)cc1,-0.8
Cc1ccc(NC(=O)COC(=O)c2ccc(Cl)nc2)cc1S(=O)(=O)N1CCCCC1,-0.3
CC(OC(=O)c1ccc2ncsc2c1)C(=O)N(C)C1CCCCC1 (stereo not drawn),-0.2
C#CCOCCOCCOCCNc1nc(N2CCN(C(=O)[C@H](CCC(=O)O)n3cc([C@@H](N)[C@H](C)CC)nn3)CC2)nc(N2CCN(C(=O)[C@H](CCC(=O)O)n3cc([C@@H](N)CCSC)nn3)CC2)n1,-1.6
C=CCn1c(C)cc(C(=O)CSc2nnc(C3CC3)n2C2CC2)c1C,0.6
Cc1ccc(S(=O)(=O)N2CCN(C(=O)CCCN3C(=O)NC4(CCCC4)C3=O)CC2)cc1C,0.4
COc1ccc(C2=CC(=O)C[C@H](c3ccc(F)cc3)C2)cc1OC,-0.7
CCN(C(=O)CSc1nnc(-c2ccco2)n1CC)c1c(N)n(Cc2ccccc2)c(=O)[nH]c1=O,-0.8
CN(CC(=O)Nc1ccc(Cl)cc1)C1=NS(=O)(=O)c2ccccc21,-0.9
O=C(CSc1nnnn1-c1cccc(F)c1)NC1CCCCC1,-1.0
C=CCN1C(=O)C(CC(=O)O)S/C1=N/N=C/c1ccc(N(CC)CC)cc1 (stereo not drawn),-0.9
CCOc1ccc(N(C)S(=O)(=O)c2ccc(C)c(C(=O)NCc3cccs3)c2)cc1,-0.8
O=C(Nc1cc([N+](=O)[O-])ccc1O)NC1CCS(=O)(=O)C1 (stereo not drawn),-1.2
O=C(COC(=O)c1n[nH]c2ccccc12)NCCc1ccccc1,0.3
CN(CC(=O)Nc1ccc(Cl)c(S(=O)(=O)N2CCOCC2)c1)C(=O)c1cccs1,0.0
O=C(NNC(=O)c1ccccc1-n1cccc1)c1ccc(Cl)nc1,-0.5
Cc1ccc(S(=O)(=O)N(C)C[C@H]2Oc3ccc(NC(=O)C4CCCCC4)cc3C(=O)N([C@H](C)CO)C[C@H]2C)cc1,0.5
COc1ccccc1-c1nnc2n1N=C(c1ccc(OC(F)F)c(OCC3CC3)c1)CS2,0.2
CC(C)=CCC[C@](C)(O[C@@H]1O[C@H](CO[C@@H]2O[C@H](CO)[C@@H](O)[C@H](O)[C@H]2O)[C@@H](O)[C@H](O)[C@H]1O)C1CC[C@]2(C)C1C(=O)CC1[C@@]3(C)CC[C@H](O[C@H]4O[C@@H](CO)[C@H](O)[C@@H](O)[C@@H]4O)C(C)(C)C3CC[C@]12C (stereo partly drawn),2.8
CC1CCCN(C(=O)COC(=O)COc2ccc(C#N)cc2)C1 (stereo not drawn),-0.6
CCc1ccccc1NC(=O)CN(C)C(=O)Cn1cnc2ccc(Cl)cc2c1=O,-1.1
COc1ccc(NC(=O)CN(C)C(=O)c2ccc3c(c2)NC(=O)CS3)cc1,-0.5
Cc1ccc(C(=O)OCC(=O)NC2CCCc3ccccc32)o1 (stereo not drawn),-0.6
CCOC(=O)C1CCCN(C(=O)CCNS(=O)(=O)c2ccc(Br)cc2)C1 (stereo not drawn),-0.1

Reprinted at random: 2 entries already listed.
mol,STK33 kinase inh
Cc1ccc(S(=O)(=O)N(C)C[C@H]2Oc3ccc(NC(=O)C4CCCCC4)cc3C(=O)N([C@H](C)CO)C[C@H]2C)cc1,0.5
CN(CC(=O)Nc1ccc(Cl)c(S(=O)(=O)N2CCOCC2)c1)C(=O)c1cccs1,0.0

(continued)
mol,STK33 kinase inh
O=C(CC1SC(N2CCOCC2)=NC1=O)Nc1ccccc1F (stereo not drawn),-1.3
COc1ccc(Cl)cc1NC(=O)CN(C)C(=O)c1cc(=O)c2ccccc2o1,-0.5
COc1ccc(S(=O)(=O)Nc2ccccc2C(=O)NN2CCOCC2)cc1OC,-1.4
COc1cc(C)ccc1OCC(=O)OCC(=O)c1[nH]c(C)c(C(C)=O)c1C,-0.7
O=C(NNC(=S)NC(=O)c1ccc(F)cc1)c1ccncc1,0.2
COc1ccc(CN(C)C(=O)COc2cccc(-n3cnnn3)c2)cc1OC,-0.4
NC(=O)C1CCN(C(=O)C2CC(=O)N(Cc3ccccc3)C2)CC1 (stereo not drawn),-0.6
Cc1noc(C)c1NC(=O)N(C)C[C@@H]1Oc2ccc(NS(=O)(=O)c3c(C)noc3C)cc2C(=O)N([C@H](C)CO)C[C@H]1C,-0.6
CC(C)(C)n1ncc2c(=O)n(Cc3cc(F)c(Cl)cc3Cl)cnc21,-0.9
Cc1ccsc1C(=O)NC1CCCCC1C (stereo not drawn),0.3
NC(=O)C1CCN(C(=O)c2ccc(Cl)c(S(=O)(=O)N3CCCCCC3)c2)CC1,0.4
c1ccc(CCc2cc3ccccc3[nH]2)cc1,-1.6
COc1ccc([C@H]2CC(=O)C=C(c3ccc(C)c4ccccc34)C2)cc1,-1.1
CCCn1c(=O)n(C)c(=O)c2c(SCC(=O)Nc3cc(C)on3)nc(C(C)(C)C)nc21,0.1
COc1cc(OC)c(C(=O)NNC(=O)c2ccccc2-n2cccc2)cc1OC,6.7
CCCOc1ccc(C(F)(F)F)cc1NC(=O)c1cc(C)on1,-0.5
N#CCC(=O)Nc1ccc(C(=O)OCC(=O)c2c[nH]c3ccccc23)cc1,0.9
Cc1cc(C(=O)NCCN2CCOCC2)c2ccccc2n1,-1.1
CSCCC(NS(=O)(=O)c1ccccc1F)C(=O)Nc1ccncc1 (stereo not drawn),-0.5
C=CC[C@H](CC(=O)NCCO)C(=O)N[C@H](COC(=O)[C@@H](CC=C)CC(=O)OC(C)(C)C)Cc1c[nH]c2ccccc12,-0.5
C[C@H](CO)N1C[C@H](C)[C@@H](CN(C)C(=O)Nc2ccccc2)Oc2ccc(NS(=O)(=O)c3cn(C)cn3)cc2C1=O,-1.5
CC1(c2cccc(Br)c2)NC(=O)N(CC(=O)Nc2ccc3c(c2)OCO3)C1=O (stereo not drawn),0.3
C=CC[C@@H](CC(=O)N[C@@H](CO)Cc1ccccc1)C(=O)NC[C@@H](OC(=O)[C@@H](CC=C)Cc1ccc(F)cc1)c1ccccc1,-0.7
C/C=C/C=C/C(=O)O,-0.8
O=C(Nc1ccc(Cl)cc1)c1nc[nH]c1C(=O)NCCCNC(=O)c1[nH]cnc1C(=O)Nc1ccc(Cl)cc1,-1.1
CC(=O)C[C@@H](O)CC(=O)[C@@H]1OC(=O)CCCCCCCCc2ccccc21,-0.3
O=C(CSc1nnc(Cc2ccccc2)o1)Nc1ccc(N2CCOCC2)cc1,-0.7
COc1ccc(C(=O)NCc2ccncc2)cc1S(=O)(=O)N1CCOCC1,-1.9
CCOc1ccc(NC(=O)COC(=O)c2ccc3c(c2)OCCO3)cc1,-0.4
O=C(Nc1cccc(S(=O)(=O)N2CCCCC2)c1)c1cncc(Br)c1,-0.2
CC(Sc1ncnc2sc(-c3ccccc3)cc12)C(=O)N1CCNC1=O (stereo not drawn),1.3
COc1ccc(CN2C(=O)C(C)Nc3ncnc(N4CCOCC4)c32)cc1 (stereo not drawn),-0.7
COCCN(C(=O)CSCc1ccc(C)cc1)c1c(N)n(CC(C)C)c(=O)[nH]c1=O,-0.7
O=C(O)c1cc(S(=O)(=O)N2CCOCC2)c[nH]1,-1.5

This is a subset; count on the stated rates, not on these rows.
